Bioassay records from PubChem.
PRMT1 FP inh: blocks human protein arginine methyltransferase 1. inhibition, % at 2.79 µM. Q99873. AID 652257. recombinant PRMT1, activity-based probe fluorescence polarization. 1.3% of 370,000 active;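 active means inhibition above about 21% made by adding two undisclosed values, limit read from the data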
MBD2 DNA inh: blocks human MBD2 binding to methylated DNA. 0.31% of 370,000 active. TR-FRET, MBD2 binding to methylated oligonucleotide. inhibition, % at 4.4 µM. Q9UBB5; in the data active means inhibition above about 13%
DDE Tn7 FP inh: inhibitors of Tn7 peptide binding to human fibrin DD(E); AID 720508; P02675; 0.13% of 370,000 active; inhibition, % at 8.3 µM; FP displacement of FITC-Tn7 peptide from fibrin DD(E); 0% = median of compound wells per plate;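 active means inhibition above the mean of compounds falling within the control limits plus 3 SD of them, cut at about 14% in these data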;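 further: 0% = plate median of compound wells and 100% = 10 µM Aha-Tn7 peptide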
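System: human fibrin DD(E); quantity: Fibrin-DD(E) at 2 µM final; also added: fluorescent Tn7 probe at 0.1 µM; compound dosing: single nominal test concentration of 8.3 µM per compound; schedule: 10 min preincubation, 3 h with tracer, room temperature; detection: fluorescence polarization of the labelled Tn7 tracer; repeats: one replicate per compound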
TDP2 inh: blocks human TDP2 phosphodiesterase activity; O95551; recombinant TDP2, T5PNP hydrolysis, p-nitrophenol absorbance 415 nm; inhibition, % at 12.8 µM; 0.34% of 370,000 active; AID 720702;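 active means inhibition above the mean of all tested compounds plus 3 SD, set per campaign, cut at about 25% in these data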;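 further: 0% = DMSO with enzyme and 100% = buffer with substrate but no TDP2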
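Evaluation: % inhibition relative to enzyme-containing and enzyme-free wells. Material: recombinant human TDP2. Benchmarks: enzyme-free and DMSO wells. Timing: enzyme reaction with compound for 2 h at 37 °C. Compound dosing: 12.8 µM only. Measured by: p-Nitrophenol epi absorbance. Reagent: T5PNP substrate at 5 mM, a TopII-DNA adduct mimic. Replication: single well per compound.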
TCR-CD3 inh: human TCR-CD3 binding inhibition. inhibition, % at 9.4 µM. 0.37% of 360,000 active. TAMRA-labeled TCR probe fluorescence, biochemical; in the data active means inhibition above about 19%;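 further: recombinant mutant TCR 2C K166C tagged with TAMRA read by polarization; 0% = receptor in buffer alone and 100% = receptor with positive control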
DDE Tn6 FP inh: disrupts Tn6 cyclic peptide binding to fibrin D-Dimer-E complex | Fibrin DD(E) TRITC-Tn6 fluorescence polarization displacement | 0.21% of 370,000 active | inhibition, % at 8.3 µM;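 active means inhibition above a per-campaign cutoff: mean of compounds within control limits plus 3 SD, cut at about 15% in these data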;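 further: 0% = median of all compound wells on the plate and 100% = blocking peptide control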
UHRF1 MBD2 ctr: human UHRF1 methylated DNA binding inhibitors; Q96T88; UHRF1 binding to methylated oligo, TR-FRET; inhibition, % at 4.4 µM; 0.75% of 370,000 active; AID 687016; in the data active means inhibition above about 21%;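 further: UHRF1 SRA domain binding a hemimethylated CpG hairpin DNA probe; 0% = median of test compound wells and 100% = reference inhibitor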
SIAE inh: inhibitors of human sialic acid acetylesterase SIAE; Q9HAT2; SIAE FP-Rh probe binding, fluorescence polarization; inhibition, % at 9.66 µM; 0.69% of 370,000 active; AID 1053197;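 active means inhibition above a cutoff: mean of compounds within the control limits plus 3 SD of those, cut at about 17% in these data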;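 further: 0% = plate median of compound wells and 100% = probe without SIAE protein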
Target sequence (Q9HAT2 whole entry, looked up): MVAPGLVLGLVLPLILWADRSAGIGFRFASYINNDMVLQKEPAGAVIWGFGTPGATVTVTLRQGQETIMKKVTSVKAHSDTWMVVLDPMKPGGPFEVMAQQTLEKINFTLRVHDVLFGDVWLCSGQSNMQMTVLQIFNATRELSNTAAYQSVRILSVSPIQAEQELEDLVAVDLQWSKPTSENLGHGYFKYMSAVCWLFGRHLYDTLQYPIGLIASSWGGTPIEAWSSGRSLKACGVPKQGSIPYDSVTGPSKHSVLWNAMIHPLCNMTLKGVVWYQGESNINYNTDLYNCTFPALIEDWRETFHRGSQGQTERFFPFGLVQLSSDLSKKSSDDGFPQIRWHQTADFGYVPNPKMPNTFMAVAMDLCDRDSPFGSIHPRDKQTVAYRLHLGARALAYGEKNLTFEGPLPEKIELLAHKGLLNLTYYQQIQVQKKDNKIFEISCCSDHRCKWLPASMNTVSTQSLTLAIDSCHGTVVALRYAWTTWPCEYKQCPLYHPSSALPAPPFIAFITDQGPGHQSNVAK
LEDGF integ inh: blocks HIV-1 LEDGF/p75-dependent DNA integration | inhibition, % at 3.7 µM | 0.64% of 370,000 active | TR-FRET IN-LEDGF/p75 DNA integration, Eu/Cy5;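 active means inhibition above the screen-wide mean plus 3 SD, cut at about 13% in these data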;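 further: signal is the Cy5 over europium emission ratio at 671 and 618 nm; 0% = plate median of compound wells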
KLK7 zymogen act: activators of human kallikrein-7 zymogen; P49862; activation, % at 7 µM; 0.9% of 370,000 active; AID 652039; purified proKLK7, EDANS-DABCYL substrate fluorescence; 100% is mature enzyme control, 0% vehicle;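 active means activation above the mean of all tested compounds plus 3 SD, computed per campaign excluding outliers beyond control limits, cut at about 13% in these data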
Target sequence (P49862 whole entry, looked up): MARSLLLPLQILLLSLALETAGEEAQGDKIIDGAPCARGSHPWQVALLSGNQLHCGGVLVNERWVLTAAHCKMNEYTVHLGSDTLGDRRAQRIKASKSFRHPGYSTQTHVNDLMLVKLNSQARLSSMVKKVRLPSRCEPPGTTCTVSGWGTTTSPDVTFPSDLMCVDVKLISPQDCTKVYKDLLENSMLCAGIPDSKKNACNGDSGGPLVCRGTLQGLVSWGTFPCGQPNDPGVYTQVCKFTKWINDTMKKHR
The depositor's hits bear a star. Not a hit list; about 4.6% have a hit in one of these screens.

Field names – A = PRMT1 FP inh; B = MBD2 DNA inh; C = DDE Tn7 FP inh; D = TDP2 inh; E = TCR-CD3 inh; F = DDE Tn6 FP inh; G = UHRF1 MBD2 ctr; H = SIAE inh; I = LEDGF integ inh; J = KLK7 zymogen act
mol: CCOC(=O)c1cccc(NC(=O)c2cncc(Br)c2)c1
  A: -3	B: 0	C: -2	D: -16	E: 1	F: 5	G: 0	H: -1	I: 0	J: -0.6

mol: COc1cccc(OCC(=O)N(C)Cc2nc(-c3ccccc3)no2)c1
  A: 1	B: -7	C: 3	D: -5	E: 5	F: 4	G: -1	H: -3	I: 1	J: -0.6

mol: COC1OC2COC(c3ccccc3)OC2C(O)C1NC(C)=O (stereo unspecified)
  A: 0	B: 1	C: 5	D: -9	E: 14	F: -1	G: -2	H: -1	I: -2	J: -0.2

mol: O=C(CCSc1ccccc1)OCn1nnc2ccccc2c1=O
  A: 1	B: 0	C: -1	D: -1	E: 7	F: 4	G: 0	H: 0	I: 1	J: -0.6

mol: COc1ccc(CCNC(=O)c2cc(S(=O)(=O)N3CCCCC3)ccc2Cl)cc1
  A: 4	B: 2	C: 4	D: 0	E: -7	F: -6	G: 2	H: -7	I: -5	J: 0.0

mol: COc1cc(CN2CCCC(CO)(Cc3ccccc3)C2)ccc1O (stereo unspecified)
  A: 0	B: 1	C: 1	D: -10	E: -3	F: -1	G: 2	H: -4	I: -5	J: -0.7

mol: CC(OC(=O)c1ccc(Cl)nc1)C(=O)N1CCc2ccccc21 (stereo unspecified)
  A: 2	B: -6	C: -7	D: 13	E: -5	F: 5	G: -1	H: 19*	I: -1	J: -0.3

mol: CS(=O)(=O)N(CC(=O)N1CCC(C(N)=O)CC1)c1cc(C(F)(F)F)ccc1Cl
  A: -2	B: -7	C: 1	D: -5	E: 8	F: -3	G: 2	H: 2	I: 2	J: -0.1

mol: COc1ccc(CCNC(=O)CSc2nc3[nH]ncc3c(=O)n2-c2ccc(Br)cc2)cc1OC
  A: -7	B: 0	C: 4	D: 14	E: 1	F: 10	G: 0	H: 0	I: 0	J: -0.1

mol: CC1(C(=O)NS(=O)(=O)c2cccc(F)c2)CCN1C(=O)C1CCCCC1 (stereo unspecified)
  A: 6	B: 2	C: -5	D: -2	E: -2	F: -13	G: 3	H: -1	I: 4	J: -0.1

mol: COc1ccc(-c2nc(C#N)c(N3CCCCC3)o2)cc1
  A: 0	B: -3	C: -3	D: 5	E: 4	F: -1	G: -1	H: 3	I: 0	J: -2.2

mol: O=S1(=O)CCC(N=Cc2cc(Br)ccc2O)C1 (stereo unspecified)
  A: -2	B: -1	C: -3	D: -2	E: 1	F: -2	G: 3	H: 1	I: -1	J: -1.3

mol: COc1ccc(N2C(=O)C3CCCN3C2c2cc(OC)c(OC)c(OC)c2)cc1 (stereo unspecified)
  A: 1	B: -1	C: 5	D: -7	E: -5	F: -3	G: 2	H: 0	I: -2	J: 0.0

mol: CCOc1ccccc1NC(=O)Cn1c(=O)sc2ccccc21
  A: 3	B: -1	C: -2	D: 4	E: 0	F: -1	G: 0	H: -4	I: -2	J: -0.3

mol: COc1ccccc1N1CCN(C(=O)/C=C/c2c(Cl)nc3ccccn23)CC1
  A: -1	B: 4	C: -2	D: 4	E: 0	F: -5	G: -2	H: -5	I: -2	J: 0.2

mol: Cc1csc(NC(=O)c2ccc(C)s2)n1
  A: 11	B: 4	C: -8	D: 0	E: -5	F: -6	G: -3	H: -8	I: -2	J: 0.8

mol: Cc1ccc(N=CNc2ccc(C)cc2C)c(C)c1
  A: 1	B: -1	C: -5	D: -1	E: 4	F: -8	G: 0	H: 0	I: -1	J: -0.2

mol: Cc1ccc2nc(-c3ccc(NC(=O)COC(=O)c4ccc(=O)[nH]c4)cc3)sc2c1
  A: 0	B: -1	C: -1	D: 4	E: 5	F: 5	G: 0	H: -13	I: -3	J: -0.7

mol: CCOc1cc2c(cc1/C=C/C(=O)O)OC(C)C2 (stereo unspecified)
  A: 3	B: -2	C: -1	D: -3	E: 8	F: -3	G: 3	H: 3	I: 3	J: 62*

mol: NNc1nc2sc3c(c2c(=O)n1C1CCCCC1)CCN(Cc1ccccc1)C3
  A: -3	B: 0	C: -2	D: 1	E: 2	F: 12	G: 0	H: -9	I: -2	J: -0.2

mol: Clc1cccc(Cl)c1C[n+]1cccc2ccccc21
  A: -1	B: -6	C: -8	D: 12	E: 3	F: -9	G: -3	H: 8	I: 3	J: 0.0

mol: Cc1ccc(NC(=O)COC(=O)Cc2ccsc2)cc1S(=O)(=O)N1CCOCC1
  A: 0	B: 0	C: -1	D: -3	E: 2	F: 4	G: 1	H: 1	I: 2	J: -0.6

mol: Cc1occc1C(=O)NC1CCCc2ccccc21 (stereo unspecified)
  A: 1	B: 0	C: -6	D: 7	E: -6	F: -4	G: 3	H: -6	I: -2	J: -0.3

mol: O=C(COC(=O)[C@H](Cc1c[nH]c2ccccc12)NC(=O)c1ccc(Cl)cc1)Nc1ccc2c(c1)OCO2
  A: 3	B: 0	C: 2	D: -6	E: 0	F: 2	G: 4	H: -12	I: -2	J: -0.2

mol: COC(=O)C1=C(N)Oc2cc(C)[nH]c(=O)c2C1c1ccc(Cl)cc1 (stereo unspecified)
  A: -1	B: -2	C: -8	D: 13	E: -1	F: 4	G: -3	H: 3	I: 1	J: -0.5

mol: Cc1ccc(S(=O)(=O)NC2c3cccc4cccc(c34)C2Sc2n[nH]c(N)n2)cc1 (stereo unspecified)
  A: 1	B: 4	C: 0	D: 3	E: 8	F: 0	G: 3	H: -14	I: -5	J: -0.3

mol: O=S1(=O)CCOC[C@H](Cc2ccccc2)N1Cc1cccc(Cl)c1
  A: -3	B: 1	C: -5	D: -4	E: 5	F: 4	G: -3	H: 1	I: -1	J: -0.2

mol: CCCCOC(=O)Nc1ccccc1C(=O)OC
  A: -2	B: 2	C: -1	D: 0	E: -4	F: 8	G: -2	H: 2	I: -1	J: 0.4

mol: COc1ccc(N2C(=O)C(CC(=O)Nc3ccccc3)N(Cc3cccs3)C2=O)cc1 (stereo unspecified)
  A: -2	B: 6	C: -3	D: 1	E: 3	F: 3	G: -2	H: -5	I: -2	J: 0.2

mol: O=C(NNc1nc2c(F)cccc2s1)C1COc2ccccc2O1 (stereo unspecified)
  A: -3	B: -7	C: -3	D: -5	E: -2	F: -1	G: -2	H: 8	I: 4	J: -0.1

mol: CC(=O)Nc1ccc(S(=O)(=O)Nc2ccc(NC(=O)c3ccco3)cc2)cc1
  A: -1	B: 2	C: 5	D: 0	E: 6	F: -4	G: 1	H: -8	I: 1	J: 0.4

mol: COc1ccc(NS(=O)(=O)c2ccc(-c3n[nH]c(=S)n3Cc3ccccc3)cc2)cc1
  A: 5	B: -2	C: -1	D: -17	E: 0	F: 2	G: 3	H: 3	I: -1	J: -0.5

mol: C#CC1(O)CCCC2C3CCC4CC(OC(C)=O)CCC4(C)C3C(=O)CC21C (stereo unspecified)
  A: -3	B: -3	C: -2	D: -5	E: 7	F: 2	G: -1	H: 0	I: 2	J: -0.3

mol: CCOc1ccc(Br)cc1C1=NN(C(C)=O)C(c2ccc([N+](=O)[O-])s2)O1 (stereo unspecified)
  A: 7	B: 4	C: -7	D: 5	E: 3	F: -2	G: -2	H: 2	I: -1	J: -0.3

mol: COc1ccc(-c2ccc(Nc3ccc(C(=O)N4CCOCC4)cc3)nn2)cc1OC
  A: -1	B: 1	C: -11	D: 7	E: 4	F: -5	G: -1	H: 0	I: -1	J: 0.0

mol: O=C(COc1ccc(Cl)cc1)OCC(=O)c1ccc[nH]1
  A: 3	B: 5	C: -2	D: 0	E: 0	F: -1	G: 3	H: 1	I: -3	J: 0.7

mol: O=C1SC(Cc2ccccc2)C(=O)N1c1ccccc1 (stereo unspecified)
  A: -2	B: 2	C: 2	D: -7	E: 0	F: -2	G: -2	H: -2	I: 1	J: 0.3

mol: CCCCCCc1cc2cc(/C(N)=N/NC(=O)c3ccncc3)c(=O)oc2cc1O
  A: -3	B: -2	C: -1	D: 1	E: 5	F: 8	G: -2	H: -12	I: 0	J: -0.1

mol: CCn1cc(C(=O)NCC(C)C)c(=O)c2cc(F)c(N3CCN(C(=O)c4ccco4)CC3)cc21
  A: 0	B: -2	C: 3	D: 6	E: 6	F: 1	G: 2	H: -3	I: 1	J: -2.3

mol: COC(=O)C1=C(C)OC(N)=C(C#N)C1c1c(C)nn(C)c1C (stereo unspecified)
  A: 1	B: -7	C: -1	D: 6	E: 6	F: 4	G: -7	H: 9	I: -1	J: 0.2

mol: O=C(NCC1CCCO1)c1[nH]c(C(F)(F)F)nc1-c1ccccc1 (stereo unspecified)
  A: -3	B: 3	C: 1	D: -6	E: 1	F: 1	G: -5	H: -6	I: -3	J: -0.2

mol: O=C(c1cccc(F)c1)N1CCN(CC2CC3C=CC2C3)CC1 (stereo unspecified)
  A: -1	B: 7	C: 1	D: 8	E: -6	F: 1	G: 1	H: 4	I: 0	J: -0.9

mol: O=S(=O)(Nc1nccs1)c1ccc(Nc2nnc(-c3ccccc3)c3ccccc23)cc1
  A: -1	B: 9	C: 2	D: -5	E: 0	F: -6	G: 5	H: -20	I: 1	J: 2.1

mol: CCCS(=O)(=O)N1CCN=C1SCc1cccc2ccccc12
  A: 2	B: 0	C: 1	D: -2	E: -3	F: -2	G: 1	H: 3	I: 1	J: -0.5

For reference, part of the list above.
Field names – A = PRMT1 FP inh; B = MBD2 DNA inh; C = DDE Tn7 FP inh; D = TDP2 inh; E = TCR-CD3 inh; F = DDE Tn6 FP inh; G = UHRF1 MBD2 ctr; H = SIAE inh; I = LEDGF integ inh; J = KLK7 zymogen act
mol: O=C(NCC1CCCO1)c1[nH]c(C(F)(F)F)nc1-c1ccccc1 (stereo unspecified)
  A: -3	B: 3	C: 1	D: -6	E: 1	F: 1	G: -5	H: -6	I: -3	J: -0.2

mol: O=C(c1cccc(F)c1)N1CCN(CC2CC3C=CC2C3)CC1 (stereo unspecified)
  A: -1	B: 7	C: 1	D: 8	E: -6	F: 1	G: 1	H: 4	I: 0	J: -0.9

mol: O=S(=O)(Nc1nccs1)c1ccc(Nc2nnc(-c3ccccc3)c3ccccc23)cc1
  A: -1	B: 9	C: 2	D: -5	E: 0	F: -6	G: 5	H: -20	I: 1	J: 2.1

mol: CCCS(=O)(=O)N1CCN=C1SCc1cccc2ccccc12
  A: 2	B: 0	C: 1	D: -2	E: -3	F: -2	G: 1	H: 3	I: 1	J: -0.5
